T cell HTS – T cell immune modulation candidate. 2C CD8+ T cell-vesicle binding, flow cytometry; stronger effect = lower value. calls only at 7 µM. actives 0.068% (n = 330,000). AID 2052;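 active = response, share of CD8 T cells binding vesicles, and their 90th percentile fluorescence all below set limits, cut at about 80% in these data, passing the limit was not always enough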
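material = purified 2C TCR transgenic mouse naive CD8+ T cells | controls = Unloaded micro-vesicles (low), QL9 vesicles with 0.7% DMSO (high) | detection = cytometric PE anti-B7-1 and Alexa647 anti-CD8 signals after 1% paraformaldehyde fixation | incubation = binding step 1.5 h, 37 °C, antibody labelling 20 min, ice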
T cell HTS vesicle-bound % – further read-out of T cell HTS, marked with its call; double positive events, %; measured here: CD8+ vesicle-bound cell fraction;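 binding gate set so that unloaded-vesicle control wells show 10% double positive cells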
Starred values were filed as active, the others as inactive; i = inactive.

| T cell HTS | T cell HTS vesicle-bound % | canonical_smiles |
| --- | --- | --- |
| i | 23 | Cc1cc(C)c(S(=O)(=O)Nc2ccc(N(C)C)cc2)c(C)c1-n1cnnn1 |
| i | 38 | CC1CC(C)CN(C(=O)COC(=O)c2ccc3c(c2)OCO3)C1 (stereo unspecified) |
| i | 54 | O=C(Cc1ccc(F)cc1)NC1CCCCCC1 |
| i | 35 | CC(C)(Oc1ccc(Cl)cc1)C(=O)OCC(=O)N1CCN(c2ccccc2)CC1 |
| i | 60 | Cc1c(C(=O)Nc2c(N)nc(SCC(=O)NCC3CCCO3)[nH]c2=O)cccc1[N+](=O)[O-] (stereo unspecified) |
| i | 39 | CN(C)c1ccc(/C=N\Nc2ccccn2)cc1 |
| i | 51 | O=C(COC(=O)/C=C/c1ccc(OC(F)F)cc1)NC1CCCCC1 |
| i | 33 | Cc1ccc(NC(=O)c2ccc(Cl)c(S(=O)(=O)NCC3CCCO3)c2)c(O)c1 (stereo unspecified) |
| i | 17 | CCOc1ccc(CN2C(=O)c3ccccc3C2=O)cc1C(=O)NC1CC(C)(C)NC(C)(C)C1 |
| i | 43 | CC1CCCN(C(=O)COC(=O)COc2ccc(C#N)cc2)C1 (stereo unspecified) |
| i | 5 | CC(C)N(C(=O)[C@H]1CC(CC(=O)NCCN2CCOCC2)C(=O)N2CCc3c([nH]c4ccccc34)[C@]12C)C(C)C (stereo partly specified) |
| i | 49 | Cc1ccccc1N1CCN(S(=O)(=O)c2cccs2)CC1 |
| i | 31 | CC1CCCN(C(=O)CSc2nnc(-c3ccco3)n2C)C1 (stereo unspecified) |
| i | 27 | CCN(CC)C(=O)CSc1nnc(SC(C)C(=O)NC2CC2)s1 (stereo unspecified) |
| i | 8 | Cc1ccc(NC(=O)Nc2cnccn2)cc1 |
| i | 50 | COc1ccc(C(CC(=O)O)c2ccc3c(c2)OCO3)cc1 (stereo unspecified) |
| i | 20 | Nc1ccn(CC(=O)NCCCc2ccccc2)c(=O)n1 |
| i | 25 | CS(=O)(=O)O/N=C1\CCCCC1c1ccc([N+](=O)[O-])cc1[N+](=O)[O-] (stereo unspecified) |
| i | 32 | COc1ccc(N(C)C(=O)c2sc(Cl)nc2C)cc1 |
| i | 65 | Cc1ccc(CN2CCNC(=O)C2CC(=O)NCc2cc(C)n(C)n2)cc1 (stereo unspecified) |
| i | 16 | O=C(NCCc1ccccc1Cl)C1CCC(=O)N(C2CCCCCC2)C1 (stereo unspecified) |
| i | 38 | NC(=O)c1ccc(NC(=O)C2COc3ccccc3O2)cc1 (stereo unspecified) |
| i | 55 | O=C(Nc1ccc2c(c1)N(S(=O)(=O)c1cccs1)CCC2)c1c(F)cccc1Cl |
| i | 28 | O=C(O)C1C2CCC(O2)C1C(=O)Nc1ccc(Cl)cc1F (stereo unspecified) |
| i | 30 | COc1cc(OC)c(NS(=O)(=O)c2c(C)[nH]c(=O)[nH]c2=O)cc1Cl |
| i | 11 | COc1ccc(S(=O)(=O)N2CCN(C(=O)c3cc(-c4ccc(Br)cc4)n[nH]3)CC2)cc1OC |
| i | 14 | COc1cc(NC(=S)N2CCN(S(=O)(=O)c3ccccc3)CC2)cc(OC)c1 |
| i | 20 | Cc1ccc(-c2nc(S(=O)(=O)c3ccc(C)cc3)c(SCC(=O)NCC3CCCO3)o2)cc1 (stereo unspecified) |
| i | 8 | CCOc1ccccc1NC(=O)c1ccc2c(c1)C(=O)N(CC1CCCO1)C2=O (stereo unspecified) |
| i | 39 | Cc1ccc(O)c(NC(=O)C2CC(c3cccc(Br)c3)=NO2)c1 (stereo unspecified) |
| i | 19 | COc1ccc(Cl)cc1S(=O)(=O)Nc1ncn[nH]1 |
| i | 15 | CCOC(=O)c1c(NC(=O)COC(=O)c2ncc(Cl)c(Cl)c2Cl)sc(C(=O)N(C)C)c1C |
| i | 19 | Cc1ccc(C(=O)Nc2cc(Cl)ccc2-n2cncn2)s1 |
| i | 18 | Cc1ccc(S(=O)(=O)Nc2ncnc3ccccc23)cc1 |
| i | 38 | CCc1ccccc1NC(=O)CN1CCN(C(=O)CNC(=O)Cc2cccc3ccccc23)CC1 |
| i | 52 | COc1ccccc1C(=O)Nc1ccc2ccccc2c1 |
| i | 16 | O=C(Nc1cccc([N+](=O)[O-])c1)c1ccc2c(c1)C(=O)N(c1ccccn1)C2=O |
| i | 54 | O=C(Nc1ccc(CN2CCOCC2)cc1)c1ccco1 |
| i | 31 | O=C(COC(=O)C1CC2CCCC(C1)C2=O)Nc1ccc(F)c(Cl)c1 (stereo unspecified) |
| i | 37 | O=C(C1CCCN(c2ncnc3c2nc2n3CCCCC2)C1)N1CCN(c2ccccc2)CC1 (stereo unspecified) |
| i | 14 | Nc1ccc(C(=O)CC(=O)Nc2ccc(Cl)cc2)cc1 |
| i | 11 | CC(C)Cc1nnc(NC(=O)CCC(=O)NC2CCCCCCC2)s1 |
| i | 26 | CCC(C)NC(=O)C(Cc1ccccc1)NS(=O)(=O)c1ccc2c(c1)oc(=O)n2C (stereo unspecified) |
| i | 40 | CC(C)CC(=O)N1CCN(Cc2ccc(Cl)cc2)CC1 |
| i | 35 | C[C@]12CCC3C(CC[C@H]4CCCC[C@]34C)C1CC[C@@]2(O)CNCCO (stereo partly specified) |
| i | 40 | CCOC(=O)c1c(C)[nH]c(C)c1S(=O)(=O)NCC1CCN(Cc2ccccc2OC)CC1 |
| i | 28 | O=C(O)/C(=C\c1cccc(C(F)(F)F)c1)c1ccc(S(=O)(=O)N2CCCC2)s1 |
| i | 12 | Cc1c(C(=O)N2CCN(Cc3ccc4c(c3)OCO4)CC2)sc2ncnc(N3CCN(c4ccccc4F)CC3)c12 |
| i | 59 | Cc1ccnc(NC(=O)C2CC(=O)N(Cc3ccccc3)C2)c1 (stereo unspecified) |
| i | 42 | Cc1ccc2c(c1)N(C(=O)CCC(=O)N1CCOCC1)CCO2 |

More results follow:
| T cell HTS | T cell HTS vesicle-bound % | canonical_smiles |
| --- | --- | --- |
| i | 7 | COc1cc(N=Nc2ccc3ccccc3c2)ccc1O |
| i | 8 | O=C(CSc1nnc(NC(=O)c2ccccc2F)s1)NCc1ccco1 |
| i | 46 | CCC(C)c1ccccc1NC(=O)CN(CC)CC(=O)Nc1ccc2c(c1)OCCO2 (stereo unspecified) |
| i | 20 | O=C(Nc1ccc(F)c([N+](=O)[O-])c1)C1CCCO1 (stereo unspecified) |
| i | 53 | COCc1ccc(-c2c(-c3cc(OC)cc(OC)c3)oc(=O)c3cc(OC)c(OC)cc23)cc1 |
| i | 32 | CNC(=O)COC(=O)c1ccc2c(c1)S(=O)(=O)c1ccccc1C2=O |
| i | 28 | CCOc1ccc(OCCOC(=O)CN(C)S(=O)(=O)c2ccc(NC(C)=O)cc2)cc1 |
| i | 43 | Cc1ccc(-c2nc(C(=O)NCCCN(C)C)cc3c2[nH]c2ccccc23)cc1 |
| i | 28 | O=C(Nc1ccc(Br)cc1)C1CCN(c2cnccn2)CC1 |
| i | 12 | CCc1noc(C)c1C(=O)N1CCN(S(=O)(=O)c2ccc(C)cc2C)CC1 |
| i | 62 | Cc1ccc(CNC(=O)CCn2cc(-c3ccc(C)cc3)nc2-c2ccncc2)cc1 |
| i | 30 | O=C(COC(=O)/C=C/c1cccc(Cl)c1)Nc1c(F)cccc1F |
| i | 35 | COc1cc(C(=O)OCc2cc(=O)n3ccsc3n2)ccc1OC(C)C |
| i | 61 | COc1ccc(CNCc2ccncc2)cc1OC |
| i | 24 | Oc1ccc(-c2cn3ccccc3n2)cc1O |
| i | 11 | CC(C)(C)OC(=O)CNC(=O)c1[nH]cnc1C(=O)NC(c1ccccc1)c1ccccc1 |
| i | 33 | CC(=O)c1ccc(N2CCN(S(=O)(=O)c3ccc(-c4cnc(C5CC5)o4)cc3)CC2)cc1 |
| i | 28 | CC(=O)c1c(C)n(-c2ccccc2Br)c2ccc(O)cc12 |
| i | 49 | CCSc1ncc(Cl)c(C(=O)Nc2ccc(S(N)(=O)=O)cc2)n1 |
| i | 6 | CC(C)[C@H](NC(=O)C1CCN(S(=O)(=O)c2ccccc2)CC1)C(=O)NCc1ccc(F)cc1 |
| i | 14 | COc1ccc(/C=C2/SC(=S)N(CCCC(=O)Nc3cccc(O)c3)C2=O)cc1 |
| i | 32 | Cc1cccc(C(=O)NNC(=O)c2n[nH]c(=O)c3ccccc23)c1C |
| i | 32 | Cc1cc(C)c(NC(=O)CN2CCCCCC2)c(C)c1 |
| i | 45 | CCc1nc2ccc(C(=O)N3CCN(c4cc(C)ccc4C)CC3)cc2nc1CC |
| i | 37 | CN1CCN(S(=O)(=O)c2cccc(C(=O)N3CCN(c4ccccc4F)CC3)c2)CC1 |
| i | 18 | Cc1ccccc1-c1nc(CS(=O)CC(=O)NC(C)CCc2ccccc2)c(C)o1 (stereo unspecified) |
| i | 5 | CN1CCN(c2ccccc2NC(=O)COc2ccc(Cl)cc2)CC1 |
| i | 10 | O=C(c1ccc(Cl)c(S(=O)(=O)N2CCCCC2)c1)N1CCCCCC1 |
| i | 39 | Cc1ccc(S(=O)(=O)CCC(=O)Nc2sccc2C(N)=O)cc1 |
| i | 21 | COc1ccc(NC(=O)CCSc2nc(C)cs2)cc1 |
| i | 35 | CC(C)(C)CNC(=O)[C@]1(C)CCC[C@@]2(C)C3CC[C@@]4(C)C[C@]3(CCC21)CC4=O (stereo partly specified) |
| i | 56 | O=C(COc1ccc(/C=N/NC(=O)c2ccncc2)cc1)Nc1cccc([N+](=O)[O-])c1 |
| i | 36 | COc1ccc(C)cc1Nc1n[n+](C)c(-c2c3ccccc3cc3ccccc23)s1 |
| i | 21 | C/C(=N\Nc1nc2ccccc2c(=O)n1O)c1ccco1 |
| i | 26 | O=C(NCc1ccccc1)/C(=C/c1cccc([N+](=O)[O-])c1)NC(=O)c1ccco1 |
| i | 34 | Cc1ccc(S(=O)(=O)N(C)Cc2cc3cc(C)ccc3[nH]c2=O)cc1 |
| i | 23 | O=C(CCCN1C(=O)c2ccccc2C1=O)NCCc1ccc(OC(F)F)cc1 |
| i | 29 | O=C(c1ccco1)N1CCCC(c2nc3c(nnn3Cc3ccc(F)cc3)c(=O)[nH]2)C1 (stereo unspecified) |
| i | 28 | Cc1cc(=O)oc2cc(OC(C)C(=O)NCC3CCC(C(=O)O)CC3)c(Cl)cc12 (stereo unspecified) |
| i | 20 | COc1ccc(CNC(=O)C(C)NCc2ccc(S(N)(=O)=O)cc2)cc1 (stereo unspecified) |
| i | 24 | CC(=O)NCCNC(=O)c1cc(-c2cccc3ccccc23)nc2ccccc12 |
| i | 15 | CCN(CC)S(=O)(=O)c1ccc2oc(Nc3ccc(OC)cc3)nc2c1 |
| i | 6 | Cc1cccc(NC(=O)CCS(=O)(=O)c2ccccc2)c1 |
| i | 50 | CC(=O)N1CCN(C(=O)/C(C#N)=C/c2ccc3c(c2)OCO3)CC1 |
| i | 62 | C/C=C/c1ccc(OCCNCc2ccccc2)c(OC)c1 |
| i | 35 | Nc1nn(-c2ccccc2)c2ccc([N+](=O)[O-])cc12 |
| i | 18 | O=c1[nH]c(C2CCN(S(=O)(=O)Cc3ccccc3)CC2)nc2c1nnn2Cc1ccccc1Cl |
| i | 32 | CCn1c(NCc2cc(OC)c(OC)c(OC)c2)nc2ccccc21 |
| i | 15 | COC(=O)c1ccc(NC(=O)CCc2nnc3ccc(NCc4ccco4)nn23)cc1 |
| i | 30 | O=C(NCCNC(=O)c1ccccc1[N+](=O)[O-])c1ccccc1[N+](=O)[O-] |

The list goes on:
| T cell HTS | T cell HTS vesicle-bound % | canonical_smiles |
| --- | --- | --- |
| i | 30 | O=C(c1ccc2ncsc2c1)N1CCCC(C(F)(F)F)C1 (stereo unspecified) |
| i | 26 | CC1CCCCN1S(=O)(=O)c1ccc(-n2cnnn2)cc1 (stereo unspecified) |
| i | 9 | CN(CCc1ccccn1)C(=O)c1ccc(OC2CCN(CCc3ccccc3)CC2)cc1 |
| i | 36 | O=C(COc1ccccc1[N+](=O)[O-])N(C1CCCCC1)C1CCS(=O)(=O)C1 (stereo unspecified) |
| i | 20 | COc1ccc(NC(=O)CN(C)C(=O)/C=C/c2cn(Cc3ccccc3)nc2-c2cccnc2)cc1 |
| i | 63 | Cc1cc(N)ccc1-c1cc2ccccc2oc1=O |
| i | 8 | O=S(=O)(c1cccc(-c2cn3ccccc3n2)c1)N1CCCC1 |
| i | 12 | CCCCCN(C(=O)CCC(=O)OCc1cccc(F)c1)c1c(N)n(CCCC)c(=O)[nH]c1=O |
| i | 1 | CCc1ccc(NC(=O)C2CCC(CNC(=O)[C@@H]3Cc4ccccc4CN3)CC2)cc1 (stereo partly specified) |
| i | 18 | CC(=O)c1cccc(N(CC(=O)Nc2ccc(S(=O)(=O)N3CCCC3)cc2)S(C)(=O)=O)c1 |
| i | 16 | CC(C)CCNC(=O)CCc1nnc2ccc(N3CCC(C)CC3)nn12 |
| i | 12 | Cc1ccc(S(=O)(=O)N2[C@@H](c3ccc(F)cc3)C(C(=O)O)=CC[C@H]2c2cccc(C)c2)cc1 |
| i | 7 | CC(C)C[C@@]12C(=O)N(c3cccc(Cl)c3)C(=O)N1[C@H](c1ccc(Br)cc1)[C@@H]1C(=O)N(C(C)(C)C)C(=O)[C@@H]12 |

Screening data from PubChem.

The list is partial; the hit share may differ from the screen's.
